PfG6PD inh = PfG6PD (Plasmodium falciparum) enzyme inhibition | PfGluPho enzyme, NADPH resazurin-diaphorase fluorescence | inhibition, % at 20 µM | actives 0.78% (n = 350,000) | AID 504690;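 active = inhibition reaching at least a set limit at 20 µM in the primary screen, cut at about 59% in these data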;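 note: 0% = DMSO wells with substrate and 100% = DMSO wells lacking glucose-6-phosphate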
SENP8 block-1 = SENP8 (human) protease inhibition; Q96LD8; recombinant SENP8, Nedd8 substrate fluorescence; inhibition, % at 20 µM; actives 0.64% (n = 360,000); AID 602440; in the data active = inhibition mostly above about 40%, no sharp cut-off; inactive = mostly below about 27%
Target sequence (Q96LD8 whole entry, looked up): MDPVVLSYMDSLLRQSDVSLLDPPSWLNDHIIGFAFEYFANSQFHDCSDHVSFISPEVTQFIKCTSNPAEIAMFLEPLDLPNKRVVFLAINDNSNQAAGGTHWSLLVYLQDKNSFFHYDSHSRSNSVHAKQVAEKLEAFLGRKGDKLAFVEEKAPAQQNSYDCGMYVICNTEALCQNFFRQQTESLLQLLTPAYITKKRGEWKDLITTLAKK
MIN6 prolif = induces beta-cell replication in MIN6 cells; actives 0.29% (n = 330,000); MIN6 cells proliferation, ATPlite luminescence, 48 h; cells starved in 0.2% serum; 100% = growth in 10% serum; proliferation, % at 10 µM;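 active = compounds whose signal lies at least 3.5 SD above the mean of all wells on their plate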;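 note: 0% = DMSO-treated cells in low-serum medium and 100% = 10% serum control; some compounds called inactive have numbers as strong as hits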
HKDC1 inhibitor = blocks human hexokinase HKDC1 activity; AID 493160; recombinant HKDC1, G6PDH/diaphorase resazurin coupled fluorescence; Q2TB90; inhibition, % at 20 µM; actives 0.16% (n = 340,000);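 active = inhibition above about 35% when tested at 20 µM, limit read from the data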;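 note: plate controls were DMSO wells with enzyme for no effect and DMSO wells lacking enzyme for full effect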
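Test system: Recombinant HKDC1 (HK5) hexokinase enzyme, produced in-house | Input: HKDC1 at 5 µg/mL | Buffer or medium: Tris pH 8.0 buffer with MgCl2, Tween-20, BSA, BME | Schedule: 90 min reaction incubation at room temperature, dark | Technique: Resazurin-to-resorufin fluorescence via G6PDH and diaphorase coupling, 525/613 nm | Controls: DMSO wells with and without enzyme mix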
SENP6 block = inhibitors of human SENP6 protease; actives 1.8% (n = 330,000); inhibition, % at 10 µM; AID 2599; Recombinant SENP6 catalytic domain, aminoluciferin luminescence;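 active = inhibition above about 50% at the single tested dose, limit read from the data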;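 note: plate controls were DMSO wells with enzyme for no effect and DMSO wells lacking enzyme for full effect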
UBC13 polyUb = human UBC13 polyubiquitination inhibition. UBC13 polyubiquitin chain formation, TR-FRET. inhibition, % at 20 µM. actives 0.47% (n = 330,000). P61088; in the data active = inhibition above about 45%, passing the limit was not always enough
Target sequence (P61088 whole entry, looked up): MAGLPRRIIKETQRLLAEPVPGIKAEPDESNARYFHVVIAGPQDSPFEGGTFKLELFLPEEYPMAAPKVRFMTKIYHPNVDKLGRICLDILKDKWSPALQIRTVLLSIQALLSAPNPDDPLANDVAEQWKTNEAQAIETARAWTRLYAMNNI
SENP8 block-2 = SENP8 protease inhibition. AID 2540. inhibition, % at 10 µM. Q96LD8. purified SENP8, Z-RLRGG-aminoluciferin cleavage, luminescence. actives 1.2% (n = 330,000); in the data active = inhibition above about 50%
SENP7 block = SENP7 protease inhibition; recombinant SENP7, Z-RLRGG-aminoluciferin luminescence, 40 min; inhibition, % at 5 µM; AID 434973; Q9BQF6; actives 1.5% (n = 330,000);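 active = inhibition above about 50% at the single test dose, limit read from the data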;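 note: plate controls were DMSO with enzyme for no effect and no enzyme buffer wells for full effect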
SENP1 inh = inhibitors of human SENP1 SUMO protease catalytic domain; recombinant SENP1 catalytic domain, CyPet-SUMO1-YPet FRET cleavage; inhibition, % at 10 µM; actives 0.21% (n = 360,000); Q9P0U3;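 active = inhibition at least 30% at 10 µM, raw YFP signal under a set limit, fluorescence ratio 0.5 to 1.5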;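 note: 0% = enzyme with DMSO and 100% = no enzyme wells; some results filed as inactive read as strong as hits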
Target sequence (Q9P0U3 419-644 limits assumed): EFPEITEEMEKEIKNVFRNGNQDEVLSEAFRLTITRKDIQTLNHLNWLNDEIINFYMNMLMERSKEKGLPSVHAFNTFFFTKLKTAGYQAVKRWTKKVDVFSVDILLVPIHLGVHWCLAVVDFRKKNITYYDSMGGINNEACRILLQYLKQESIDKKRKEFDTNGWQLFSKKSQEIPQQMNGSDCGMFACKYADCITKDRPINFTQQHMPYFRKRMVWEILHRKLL
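Test system: recombinant human SENP1 catalytic domain, His6-tagged / Medium: pH 8 Tris buffer with EDTA, NaCl, BME, BSA, NP40, catalase / Also added: SUMO1 FRET substrate flanked by Cypet and Ypet, 25 nM / Times: 50 min reaction at room temperature / Signal: FRET, CFP and YFP emission / Control set: no-enzyme low control and enzyme-plus-DMSO high control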
Numbers without * were called inactive; x = not tested or not shown.

Field names – A = PfG6PD inh; B = SENP8 block-1; C = MIN6 prolif; D = HKDC1 inhibitor; E = SENP6 block; F = UBC13 polyUb; G = SENP8 block-2; H = SENP7 block; I = SENP1 inh
> CC(=O)N1CCN(CCN2C(C)=CC(=C(C#N)C#N)C=C2C)CC1
  A = -17; B = 2; C = -4; D = 0; E = 6; F = -7; G = -4; H = 4; I = -1

> O=C(CSc1nc2ccccc2o1)c1ccc2c(c1)OCCO2
  A = -1; B = 16; C = 1; D = 1; E = -11; F = -10; G = 14; H = 5; I = 3

> CC(C)NS(=O)(=O)c1ccc(OCC(=O)NCc2cccnc2)cc1
  A = 1; B = 4; C = -2; D = -13; E = -17; F = 0; G = -2; H = -4; I = 2

> CN(C(=O)CN1CCN(c2ccccc2F)CC1)C1CCCc2ccccc21 (stereo not drawn)
  A = 1; B = 10; C = 0; D = 0; E = -8; F = 4; G = 1; H = 4; I = -2

> CNC(=O)Nc1ccc(Cn2cc(C(F)(F)F)ccc2=O)cc1
  A = 6; B = 5; C = -1; D = -8; E = -9; F = 6; G = 1; H = -3; I = 0

> CC(OC(=O)c1cc(S(=O)(=O)N(C)C)ccc1N1CCCC1)C(=O)NCc1ccccc1 (stereo not drawn)
  A = 13; B = 6; C = 1; D = -22; E = -18; F = -5; G = -2; H = -2; I = 1

> CC1CCCN(C(=S)SCC(=O)O)C1 (stereo not drawn)
  A = 0; B = 8; C = 0; D = 8; E = -3; F = 5; G = -3; H = 3; I = 3

> CCOc1ccccc1CNC(=O)CN1C(=O)CSc2ccc(S(=O)(=O)N3CCOCC3)cc21
  A = 4; B = 9; C = 8; D = -10; E = 7; F = -1; G = 5; H = 5; I = 1

> O=C(CN1C(=O)NC2(CCc3ccccc3C2)C1=O)Nc1ccc(Cl)cc1F (stereo not drawn)
  A = 3; B = 9; C = 0; D = -11; E = 4; F = -1; G = -1; H = 8; I = 3

> CCOC(=O)Nc1sc(C(=O)N(C)C)c(C)c1C(=O)OCC
  A = -13; B = -19; C = 7.9*; D = -8; E = -14; F = 0; G = -3; H = 5; I = 3

> CCN(CC)CCn1c(NS(=O)(=O)c2ccc(Cl)cc2)nc2ccccc21
  A = 1; B = 16; C = -1; D = -3; E = -6; F = -5; G = -2; H = 2; I = 2

> Cc1csc(-c2cccnc2)n1
  A = 9; B = 1; C = -2; D = -10; E = -2; F = -3; G = -9; H = -8; I = 3

> COc1ccc(C(C)=O)cc1COc1ccc(F)cc1
  A = 9; B = 11; C = 1; D = -6; E = 0; F = 0; G = -2; H = 3; I = 0

> CCOc1c(C)cc(S(=O)(=O)NCc2ccccn2)c(C)c1C
  A = 3; B = 8; C = 1; D = -7; E = -3; F = -2; G = -11; H = 13; I = 0

> O=C(O)CC(Cc1ccc(Br)cc1)C(=O)O (stereo not drawn)
  A = -15; B = 17; C = -1; D = -4; E = -5; F = 4; G = -3; H = -2; I = 2

> O=C(COC(=O)c1ccc(S(=O)(=O)N2CCCC2)cc1)NCc1cccs1
  A = -1; B = 7; C = 0; D = -10; E = -7; F = -2; G = -3; H = -1; I = 3

> CN(C)c1cc(NC(=O)CNC(C)(C)CC(C)(C)C)c2ccccc2n1
  A = 8; B = -391; C = -3; D = 16; E = -3; F = 6; G = -1; H = 5; I = -3

> CSc1cccc(NC(=O)CSc2ncccc2C(=O)Oc2cccc([N+](=O)[O-])c2)c1
  A = -4; B = 18; C = -4; D = 0; E = -19; F = -15; G = -12; H = -2; I = 0

> Cc1cccc(NC(=O)CN(C)S(=O)(=O)c2cccc3nsnc23)c1C
  A = 5; B = 2; C = -2; D = 4; E = 6; F = -5; G = 11; H = 1; I = 2

> CC(=O)c1ccc(OCc2cc(C(=O)NC(C)Cc3ccccn3)no2)cc1 (stereo not drawn)
  A = 6; B = -2; C = -2; D = -2; E = -10; F = -1; G = 3; H = 1; I = -4

> CCN(C(=O)COC(=O)c1cccc(S(=O)(=O)N(C)C)c1)c1c(N)n(Cc2ccccc2)c(=O)[nH]c1=O
  A = 10; B = 8; C = x; D = -5; E = x; F = x; G = x; H = x; I = 1

> CCOc1ccc(Oc2ccc(S(=O)(=O)N3CCOCC3)cc2NC(=O)C2=COCCO2)cc1
  A = -3; B = 9; C = -1; D = -1; E = -28; F = -13; G = -14; H = 12; I = 0

> CC(=O)Nc1ccc(S(=O)(=O)Nc2cccc(NC(=O)c3ccco3)c2)cc1
  A = -9; B = 14; C = 1; D = -9; E = -1; F = 2; G = 3; H = -6; I = 4

> CC(CNC1CCCCC1)OC(=O)c1ccccc1 (stereo not drawn)
  A = 16; B = 13; C = 3; D = -6; E = 3; F = 5; G = 13; H = 7; I = 1

Ordered by length of the SMILES (highest first): 3 of the compounds above.
Field names – A = PfG6PD inh; B = SENP8 block-1; C = MIN6 prolif; D = HKDC1 inhibitor; E = SENP6 block; F = UBC13 polyUb; G = SENP8 block-2; H = SENP7 block; I = SENP1 inh
> O=C(COC(=O)c1ccc(S(=O)(=O)N2CCCC2)cc1)NCc1cccs1
  A = -1; B = 7; C = 0; D = -10; E = -7; F = -2; G = -3; H = -1; I = 3

> CC(CNC1CCCCC1)OC(=O)c1ccccc1 (stereo not drawn)
  A = 16; B = 13; C = 3; D = -6; E = 3; F = 5; G = 13; H = 7; I = 1

> Cc1csc(-c2cccnc2)n1
  A = 9; B = 1; C = -2; D = -10; E = -2; F = -3; G = -9; H = -8; I = 3

3 entries already listed, arranged by the number in SENP1 inh, falling:
SMILES,PfG6PD inh,HKDC1 inhibitor,SENP6 block,UBC13 polyUb,SENP7 block,SENP1 inh
O=C(CN1C(=O)NC2(CCc3ccccc3C2)C1=O)Nc1ccc(Cl)cc1F (stereo not drawn),3,-11,4,-1,8,3
CC(OC(=O)c1cc(S(=O)(=O)N(C)C)ccc1N1CCCC1)C(=O)NCc1ccccc1 (stereo not drawn),13,-22,-18,-5,-2,1
CC(=O)c1ccc(OCc2cc(C(=O)NC(C)Cc3ccccn3)no2)cc1 (stereo not drawn),6,-2,-10,-1,1,-4

In the list so far, five have two or more sulfur atoms:
Field names – A = PfG6PD inh; B = SENP8 block-1; C = MIN6 prolif; D = HKDC1 inhibitor; E = SENP6 block; F = UBC13 polyUb; G = SENP8 block-2; H = SENP7 block; I = SENP1 inh
> CC1CCCN(C(=S)SCC(=O)O)C1 (stereo not drawn)
  A = 0; B = 8; C = 0; D = 8; E = -3; F = 5; G = -3; H = 3; I = 3

> CCOc1ccccc1CNC(=O)CN1C(=O)CSc2ccc(S(=O)(=O)N3CCOCC3)cc21
  A = 4; B = 9; C = 8; D = -10; E = 7; F = -1; G = 5; H = 5; I = 1

> O=C(COC(=O)c1ccc(S(=O)(=O)N2CCCC2)cc1)NCc1cccs1
  A = -1; B = 7; C = 0; D = -10; E = -7; F = -2; G = -3; H = -1; I = 3

> CSc1cccc(NC(=O)CSc2ncccc2C(=O)Oc2cccc([N+](=O)[O-])c2)c1
  A = -4; B = 18; C = -4; D = 0; E = -19; F = -15; G = -12; H = -2; I = 0

> Cc1cccc(NC(=O)CN(C)S(=O)(=O)c2cccc3nsnc23)c1C
  A = 5; B = 2; C = -2; D = 4; E = 6; F = -5; G = 11; H = 1; I = 2
